# Screens: PubChem BioAssay, several laboratories
# PfHsp40 rescue – restores yeast growth despite PfHsp40 toxicity; S. cerevisiae expressing PfHsp40, growth rescue, ATP luminescence; growth rescue, % at 12.5 µM; 0.68% of 340,000 active; in the data active = growth rescue above about 28%, passing the limit was not always enough; inconclusive = no clear call, values can overlap the other calls;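 note: yeast W303a lacking pdr1 and pdr3 grown in galactose medium; growth measured after three days at 30 °C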
# FadD28 FP inh – blocks FadD28 binding to the bisubstrate probe; fluorescence polarization; AID 588549; inhibition, % at 12.5 µM; 0.22% of 360,000 active; in the data active = inhibition above about 8.5%, passing the limit was not always enough; inconclusive = no clear call, values can overlap the other calls
# FBA Mtb inh – inhibitors of M. tuberculosis fructose-bisphosphate aldolase | P9WQA3 | purified M. tuberculosis FBA, fluorescence read-out | inhibition, % at 1 µM | 2.3% of 360,000 active | AID 588726; in the data active = inhibition above about 27%;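 note: 0% = vehicle and 100% = reference inhibitor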
# Target sequence (P9WQA3 whole entry, looked up): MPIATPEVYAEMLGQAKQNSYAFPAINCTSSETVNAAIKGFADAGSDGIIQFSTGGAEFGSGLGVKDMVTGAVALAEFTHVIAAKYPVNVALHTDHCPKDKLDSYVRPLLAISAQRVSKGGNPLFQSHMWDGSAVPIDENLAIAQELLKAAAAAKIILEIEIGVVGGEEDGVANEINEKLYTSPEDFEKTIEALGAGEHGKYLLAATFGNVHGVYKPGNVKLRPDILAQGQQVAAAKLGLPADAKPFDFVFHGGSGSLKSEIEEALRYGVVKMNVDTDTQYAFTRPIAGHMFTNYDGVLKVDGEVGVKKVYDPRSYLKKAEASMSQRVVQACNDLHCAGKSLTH
# Y pestis TopoI – Y. pestis Topo-I inhibition via cleavage products | activity, % at 10 µM | Y. pestis Topo-I cleavage product accumulation, plate reader | 0.064% of 360,000 active; in the data active = activity above about 50%, passing the limit was not always enough; inconclusive = no clear call, values can overlap the other calls; note: inactives centre near 2
# BioA inh – inhibitors of Mycobacterium tuberculosis BioA enzyme; purified M. tuberculosis BioA enzyme, plate reader; inhibition, % at 9.99 µM; 0.096% of 360,000 active; AID 602481; in the data active = inhibition above about 40%; inconclusive = no clear call, values can overlap the other calls
# GDH-TPI inh – GDH-TPI coupled enzyme inhibition counter-screen; 1.2% of 360,000 active; inhibition, % at 4.8 µM; AID 588335; GDH-TPI coupled enzyme counterscreen, NADH absorbance; in the data active = inhibition above about 30%;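 note: 0% = DMSO wells and 100% = wells lacking the enzyme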
# BH1578 lux ind – induces V. cholerae light production without autoinducers | V. cholerae BH1578 lux reporter, luminescence, 6 h | activation, % at 18.7 µM | 0.16% of 350,000 active; in the data active = activation mostly above about 9.7%, no sharp cut-off; inconclusive = no clear call, values can overlap the other calls; inactive = mostly below about 3.7%; note: not every result past the cut was called active; inactives centre near 0; reference of the scale not given here
# TcdB inh – TcdB glycohydrolase inhibition | P18177 | TcdB glycohydrolase enzymatic assay, plate reader | inhibition, % at 9.99 µM | 0.24% of 350,000 active | AID 652162; in the data active = inhibition above about 10%
# Mtb UGM inh – Mtb UDP-galactopyranose mutase inhibition | P9WIQ1 | purified UGM, fluorescence polarization probe displacement | inhibition, % at 10 µM | 0.06% of 320,000 active | AID 504406; in the data active = inhibition above about 10%, passing the limit was not always enough; inconclusive = no clear call, values can overlap the other calls
# Target sequence (P9WIQ1 whole entry, looked up): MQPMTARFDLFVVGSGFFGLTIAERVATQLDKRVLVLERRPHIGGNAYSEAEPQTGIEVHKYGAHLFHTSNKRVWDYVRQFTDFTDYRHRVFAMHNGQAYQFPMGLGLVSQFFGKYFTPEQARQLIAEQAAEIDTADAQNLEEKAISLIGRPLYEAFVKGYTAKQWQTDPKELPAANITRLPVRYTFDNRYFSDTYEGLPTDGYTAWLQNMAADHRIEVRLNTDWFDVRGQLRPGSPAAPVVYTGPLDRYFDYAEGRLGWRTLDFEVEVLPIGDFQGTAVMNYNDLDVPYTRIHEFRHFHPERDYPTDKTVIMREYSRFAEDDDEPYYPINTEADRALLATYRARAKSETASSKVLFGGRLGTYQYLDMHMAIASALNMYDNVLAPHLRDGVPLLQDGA
# Active calls of the source: *; i = inactive; ? = inconclusive; / = not tested or not shown; + = active, no number.
SMILES,PfHsp40 rescue,FadD28 FP inh,FBA Mtb inh,Y pestis TopoI,BioA inh,GDH-TPI inh,BH1578 lux ind,TcdB inh,Mtb UGM inh
O=C(NCC(c1ccco1)N1CCCCC1)c1cccc(S(=O)(=O)Nc2ccccc2Cl)c1 (configuration not stated),-1.5,-1.4,1.6,21.1,0.7,7.0,i,-1.7,-3.2
Clc1ccccc1CN1CCN(c2ccccc2Cl)CC1,-1.4,-1.5,1.0,4.7,/,5.8,-1.4,1.8,1.8
O=C(COC(=O)c1n[nH]c2ccccc12)NC(=O)NC1CCCC1,1.0,-3.1,8.5,-3.3,0.1,-14.7,-2.0,/,2.5
CCOc1ccc(S(=O)(=O)NCCC(=O)NCC(c2ccc(OC)cc2)N2CCCC2)cc1 (configuration not stated),-0.5,-0.8,2.4,-2.4,-0.4,2.1,-4.3,1.1,-0.9
Cc1ccccc1N1CCN(S(=O)(=O)c2ccc3ccccc3c2)CC1,2.9,-2.0,-0.1,20.4,-1.6,9.7,-0.4,0.8,0.2
Cc1ccc(O)c(CP(=O)(c2ccccc2)c2ccccc2)c1,-0.2,-2.1,-1.1,-3.2,0.1,-7.0,-0.3,0.0,6.0
COc1ccc(C2=NCCn3cccc32)c(OC)c1,-0.8,-0.6,-1.3,-0.8,1.2,49.4*,-0.2,/,0.6
CCN(CC(=O)NCc1ccc(Cl)cc1)C(=O)CSCC(=O)Nc1cccc(C)c1,-0.5,-2.0,-0.1,10.5,-1.0,-6.6,/,0.9,1.6
CN1CCN(CCOC2Cc3ccccc3Sc3ccc(Cl)cc32)CC1 (configuration not stated),-0.2,-2.9,-0.8,5.3,/,7.8,-0.1,/,0.1
CCN=C1S/C(=C\c2cc(Br)ccc2OCC(=O)OCC)C(=O)N1CC,-0.8,-2.0,1.6,8.5,/,2.6,-0.3,1.3,0.8
COc1ccc(-c2cc(C)no2)cc1S(=O)(=O)NCC1CCN(Cc2cc(C)ccc2C)CC1,-0.8,-5.3,-0.1,13.1,-1.2,-0.8,-0.2,0.1,0.4
Cc1cccc(C)c1-n1nnnc1SCC(=O)c1c(N)n(C2CC2)c(=O)[nH]c1=O,-1.9,-1.5,2.0,2.7,-1.1,4.8,-0.3,2.2,0.7
COC(=O)C1=C(c2cccc(C#N)c2)C[C@@H]2CC[C@H]1N2C(=O)NC1CCCCC1,1.8,0.8,1.7,-0.8,9.4,-12.1,5.0,1.1,-2.5
O=C(/C=C/c1ccccc1)Nc1cccnc1Oc1ccccc1F,-0.1,-1.9,-0.8,1.7,1.2,-0.7,i,-1.1,1.7
COCc1cc(=O)[nH]c(/N=C(\N)Nc2cccc(C)c2)n1,0.2,-0.8,-0.1,4.4,/,15.5,0.9,/,-0.7
COc1ccccc1-n1cnnc1SC(C)C(=O)Nc1ccc(NC(C)=O)cc1 (configuration not stated),-1.9,-3.0,-0.6,6.3,/,-1.3,-0.4,/,0.2
Cc1cc2[nH]c(=O)c(=O)[nH]c2cc1S(=O)(=O)NCc1ccc(Cl)cc1,-0.3,-4.9,48.1*,1.9,0.1,23.8,i,/,-0.5
CN(C)CCCN(C(=O)c1ccc(S(=O)(=O)N2CCCCCC2)cc1)c1nc2cc3c(cc2s1)OCCO3,-0.2,-3.7,-0.8,-9.4,-1.9,-3.5,i,-0.2,-0.6
O=[N+]([O-])c1cccc(/C(=N/N=C/c2ccccc2Br)C23CN4CN(CN(C4)C2)C3)c1,0.6,-0.7,-3.4,-1.1,-3.6,9.3,-1.6,/,-1.1
Nc1nnc(CC(=O)N/N=C/c2ccccc2OCc2ccc(F)cc2)s1,/,-3.2,-1.1,12.8,0.4,19.9,i,1.4,-2.2
COc1cc2c(cc1OC)C13CCN4CC5=CCOC6CC(=O)N2C1C6C5CC43 (configuration not stated) (tested in a mixture with another compound),-1.1,-0.8,2.6,3.4,2.4,-2.9,-0.4,0.6,-1.1
C#Cc1ccc(CN2CCC(Oc3cc(C(=O)NC4CC4)ccc3OC)CC2)cc1,0.6,1.0,-1.0,10.9,0.1,1.7,-2.6,1.7,/
COc1ccccc1NC(=O)CN(Cc1ccco1)C(=O)c1cncc(Br)c1,0.7,1.5,-1.6,0.8,/,9.9,-3.6,2.3,0.8
C=CCNc1ncnc2c1[nH]c1ccc(C)cc12,0.6,-0.1,42.4*,-0.1,/,13.0,-1.7,3.4,-3.1
O=C(C1CCCN(C2CC(=O)N(c3ccc(Cl)cc3)C2=O)C1)N1CCCC1 (configuration not stated),-2.6,-2.4,1.1,-1.6,1.1,-2.4,-0.3,0.6,1.9

# Taken from above:
# Under Mtb UGM inh, COc1cc2c(cc1OC)C13CCN4CC5=CCOC6CC(=O)N2C1C6C5CC43 (configuration not stated) (tested in a mixture with another compound) has the entry -1.1
# Under FBA Mtb inh, Cc1cccc(C)c1-n1nnnc1SCC(=O)c1c(N)n(C2CC2)c(=O)[nH]c1=O has the entry 2.0
# Under FadD28 FP inh, CCN(CC(=O)NCc1ccc(Cl)cc1)C(=O)CSCC(=O)Nc1cccc(C)c1 has the entry -2.0

# Other compounds:
SMILES,PfHsp40 rescue,FadD28 FP inh,FBA Mtb inh,Y pestis TopoI,BioA inh,GDH-TPI inh,BH1578 lux ind,TcdB inh,Mtb UGM inh
Cc1cccc2sc(NC(=O)Cn3cccc3)nc12,-0.1,0.4,4.0,-3.9,-1.1,-2.8,-0.2,-0.1,2.1
CCOc1ccc2nc(NS(C)(=O)=O)sc2c1,-0.6,-1.3,1.4,-4.0,/,4.9,i,/,0.4
O=C(NCc1ccco1)/C(=C\c1ccco1)NC(=O)c1ccc(Br)o1,-2.2,-0.4,-0.9,-9.5,/,2.1,-0.2,/,2.0
CC1=CCC2C(=O)N(c3nc(C)cc(C)n3)C(=O)C2C1 (configuration not stated),-0.6,-3.8,-11.3,-5.0,/,0.9,-0.2,/,-3.6
O=C(CCCC(=O)NN=Cc1cccc(O)c1)NN=Cc1cccc(O)c1,0.2,-1.2,-1.7,4.3,2.7,8.7,-2.2,0.8,/
CCN(CC)c1ncnc2sc(C(=O)N3CCN(c4ccccc4)CC3)c(C)c12,3.8,-3.7,3.6,0.3,2.0,-2.5,i,/,1.9
CCOc1ccc(C(=O)NCC(=O)OCc2c(F)cccc2Cl)cc1,2.5,-2.2,-4.7,10.3,/,2.9,-0.4,/,-3.6
CC(Sc1nnc(-c2ccc(Cl)cc2)n1N)C(=O)NCC1CCCO1 (configuration not stated),/,-3.7,0.7,-2.2,/,1.4,0.0,1.4,0.8
O=C1NC(=S)NC(=O)C1C1CCCCC1,0.0,0.5,1.5,5.7,/,1.3,-0.7,0.3,-2.2
COCCN1C=C(C(=O)OC)C(c2ccccc2Cl)C(C(=O)OC)=C1,0.2,-3.3,+,-7.8,-0.5,0.0,-2.1,1.0,-1.2
CCOc1cc(C2C(C#N)=C(N)Oc3n[nH]c(C)c32)ccc1OCCN1CCOCC1 (configuration not stated),-1.7,0.4,4.9,-5.3,2.1,3.8,-0.6,/,-0.9
COc1ccc(CCNC(=O)COC(=O)/C=C/c2ccc(OC)cc2OC)cc1,-0.5,-4.8,-2.8,26.9,-1.0,19.5,i,0.6,-3.1
Cc1cc(NC(=O)CSc2nnc(-c3c[nH]c4ccccc34)n2-c2ccc(Cl)cc2)no1,0.3,-0.6,2.6,?,/,-0.9,-0.3,0.0,5.2
CCCCCC(=O)N1CCN(S(=O)(=O)c2ccc3c(c2)OCCO3)CC1,-0.7,-4.3,-1.1,4.5,-0.2,-3.1,-1.2,0.9,-1.9
CC(C)(C)n1nnnc1C(c1cccc(C#N)c1)N1CCC(Cc2ccccc2)CC1 (configuration not stated),1.9,-1.0,3.0,25.6,-0.9,2.5,-0.5,0.3,-3.8
CC1(CC(=O)N/N=C/c2ccc(-c3cccc(C(F)(F)F)c3)o2)OCCO1,-1.5,-4.8,-1.8,-3.2,8.6,37.0*,-0.2,1.0,-2.3
COc1ccc(CCNC(=O)CSc2nc(N)cc(=O)[nH]2)cc1OC,0.5,0.1,2.3,5.7,0.3,7.4,-0.9,-2.3,0.6
CCn1c(CNC(=O)c2ccccc2F)nnc1SCC(=O)NC1CCCCC1,-0.8,-2.9,2.0,4.0,/,-2.3,-2.9,0.3,1.2
COc1ccc(NC(=S)NNC(=O)OC(C)(C)C)cc1OC,-2.3,-3.0,-0.6,-5.2,/,0.0,-0.9,/,-2.8
CCOc1ccc(N(CC(=O)NCCOc2ccccc2OC)S(=O)(=O)c2ccccc2)cc1,-0.3,-1.4,0.1,17.6,0.2,4.5,/,1.8,-1.7
CCN(CC)c1ccc(NC(=O)C2CC(=O)N(Cc3ccccc3)C2)cc1 (configuration not stated),-0.8,-2.2,-3.6,-0.5,/,-4.0,i,-63.7,/
CCC(SCC(=O)OC)C(=O)Nc1nnc(C(C)C)s1 (configuration not stated),0.8,-1.1,5.1,-1.2,-0.4,13.5,i,0.3,2.9
COc1cc(/C=C(/NC(=O)c2ccccc2)C(=O)N2CCOCC2)c([N+](=O)[O-])cc1OC,0.5,-1.6,-1.4,6.7,-0.3,9.8,-3.6,1.0,0.3
CCC(=O)/C(=C(/O)c1ccccc1)c1nc2ccccc2[nH]1,0.7,-0.8,1.3,0.9,/,3.2,i,-0.4,2.1
O=C1NC2(CCc3ccccc3C2)C(=O)N1CCOc1cccc(Cl)c1 (configuration not stated),5.2,-3.8,1.3,12.3,1.3,3.8,0.0,/,/

# Other records follow:
SMILES,PfHsp40 rescue,FadD28 FP inh,FBA Mtb inh,Y pestis TopoI,BioA inh,GDH-TPI inh,BH1578 lux ind,TcdB inh,Mtb UGM inh
Cc1ccc(CCN2CC(C(=O)O)CC2=O)cc1 (configuration not stated),-0.6,-3.0,0.0,-6.0,-0.6,-2.0,i,/,0.1
CCC(CC)C(=O)OCC(=O)C1(O)CCC2C3CCC4=CC(=O)CCC4(C)C3C(O)CC21C (configuration not stated),-1.2,-3.6,-2.6,25.9,/,-0.5,/,1.3,/
Cn1cccc1CC(=O)N/N=C/C(Cl)=C/c1ccccc1,-0.8,-0.6,6.1,-7.0,/,7.7,-0.1,-0.7,-0.8
CCc1ccc(N=Nc2ccc(O)c3[nH]cnc23)cc1,-1.4,-2.1,-20.1,-2.5,-0.8,-6.2,i,2.2,-5.1
CCOP(=O)(OCC)C(NC(=O)c1cccc([N+](=O)[O-])c1)C(Cl)(Cl)Cl (configuration not stated),-1.4,-1.6,2.1,11.9,/,7.3,i,-1.7,-1.5
COc1cc2c(cc1OC)C(C(=O)NCc1ccco1)C1c3ccccc3CCN1C2=O (configuration not stated),-1.0,-1.3,5.5,10.1,-0.3,8.9,-3.2,/,0.5
COC(=O)C1=C(c2ccc(F)cc2OCc2ccccc2)C[C@@H]2CC[C@H]1N2C(=O)NC1CC1,-0.9,-1.6,2.0,7.0,-1.5,12.8,0.4,4.6,-1.1
CC(C)CCC(=O)N1CCOC1=O,0.4,-1.3,1.7,5.6,-1.4,5.2,-0.3,1.4,-2.2
CCC(=O)Nc1ccc(C(=O)c2ccccc2)cc1,3.9,-3.7,0.8,4.1,9.4,4.2,-3.4,/,-1.4
CCC(C(=O)Nc1ccc([N+](=O)[O-])cn1)c1ccccc1 (configuration not stated),-0.7,-1.6,0.6,0.1,2.1,7.7,-0.8,1.7,-1.7
CC(C)(CO)NCC#Cc1ccccc1,1.5,-1.3,1.6,8.5,-2.8,-7.0,i,-2.0,-2.2
Cc1cc(C)nc(NN=C2CCCC2)n1,0.8,-2.3,1.6,0.9,/,2.9,-0.2,/,-0.8

# Compound profiles (already shown). Screens in order: PfHsp40 rescue	FadD28 FP inh	FBA Mtb inh	Y pestis TopoI	BioA inh	GDH-TPI inh	BH1578 lux ind	TcdB inh	Mtb UGM inh
# Results for Cn1cccc1CC(=O)N/N=C/C(Cl)=C/c1ccccc1 = -0.8	-0.6	6.1	-7.0	/	7.7	-0.1	-0.7	-0.8
# Results for CC(C)CCC(=O)N1CCOC1=O = 0.4	-1.3	1.7	5.6	-1.4	5.2	-0.3	1.4	-2.2
# Results for CCC(CC)C(=O)OCC(=O)C1(O)CCC2C3CCC4=CC(=O)CCC4(C)C3C(O)CC21C (configuration not stated) = -1.2	-3.6	-2.6	25.9	/	-0.5	/	1.3	/
# Results for COc1cc2c(cc1OC)C(C(=O)NCc1ccco1)C1c3ccccc3CCN1C2=O (configuration not stated) = -1.0	-1.3	5.5	10.1	-0.3	8.9	-3.2	/	0.5
